# Screens from PubChem BioAssay.
# Mac1 fbg enh = CD11b/CD18-fibrinogen binding enhancement; activation, % at 10 µM; K562 CD11b/CD18 adhesion to fibrinogen, ATPlite luminescence; hit rate 0.07% among 93,000; P05107+P11215; AID 1499;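 active = 10 µM primary screen giving 50% or more activity, confirmed by 40% or more on retest at that dose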; note: strong numbers were not always called active; reference of the scale not given here
# Target sequence (P05107 whole entry, looked up, other chains not shown): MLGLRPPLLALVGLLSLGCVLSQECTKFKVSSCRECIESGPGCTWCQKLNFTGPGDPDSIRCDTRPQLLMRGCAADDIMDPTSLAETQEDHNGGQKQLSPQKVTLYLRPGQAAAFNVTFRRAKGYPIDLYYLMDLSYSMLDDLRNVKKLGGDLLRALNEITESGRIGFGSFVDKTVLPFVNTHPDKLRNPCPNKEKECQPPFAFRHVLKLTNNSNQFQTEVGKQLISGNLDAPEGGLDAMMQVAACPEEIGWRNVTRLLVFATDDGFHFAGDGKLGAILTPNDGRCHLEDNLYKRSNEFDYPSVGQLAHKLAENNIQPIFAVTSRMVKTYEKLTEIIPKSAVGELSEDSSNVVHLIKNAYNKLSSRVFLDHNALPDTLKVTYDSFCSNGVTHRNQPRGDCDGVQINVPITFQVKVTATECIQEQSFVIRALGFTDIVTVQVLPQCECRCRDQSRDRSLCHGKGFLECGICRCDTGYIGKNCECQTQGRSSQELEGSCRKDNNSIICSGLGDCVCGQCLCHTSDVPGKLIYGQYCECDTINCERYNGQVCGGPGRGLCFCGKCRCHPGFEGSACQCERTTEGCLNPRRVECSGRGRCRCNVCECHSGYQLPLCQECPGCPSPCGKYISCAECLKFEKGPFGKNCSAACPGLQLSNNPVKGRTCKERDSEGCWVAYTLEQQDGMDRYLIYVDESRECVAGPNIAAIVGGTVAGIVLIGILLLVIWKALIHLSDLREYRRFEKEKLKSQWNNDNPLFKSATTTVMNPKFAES
# CD11b adhes inh = blocks human CD11b/CD18 adhesion to fibrinogen. P05107+P11215. K562 CD11b/CD18 adhesion to fibrinogen, ATPlite luminescence; Mn2+ added to activate the integrin. inhibition, % at 10 µM. hit rate 0.54% among 93,000;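 active = primary inhibition of 50% or more at 10 µM, then 40% or more on retest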; note: some results filed as inactive read as strong as hits
# Starred values were filed as active, the others as inactive. Only part of the results is shown, so the mix of outcomes need not match the whole.
SMILES,Mac1 fbg enh,CD11b adhes inh
CCOc1cc(/C=N/NC(=O)COc2nc(C)cc(COC)c2C#N)ccc1O,4,-7
CCOC(=O)N1CCN(C(=S)Nc2ccc(C)c(C)c2)CC1,2,5
O=C(/C=C/Nc1ccccc1F)c1cccs1,-8,91
O=C(Nc1cccc(S(=O)(=O)N2CCCCC2)c1)c1ccc2c(=O)n3c(nc2c1)CCCCC3,-8,62
CCOc1ccc(CN(C)CC(=O)Nc2cc(OC)c([N+](=O)[O-])cc2C)cc1,2,14
COc1ccc(CNc2nc(S(=O)(=O)c3ccccc3)c(Cl)s2)cc1OC,1,16
CC(C)NC(=S)N/N=C/c1ccc(N2CCOCC2)cc1,-1,-1
O=C(Nc1ccccc1Cl)c1ccccc1S(=O)(=O)c1ccccc1[N+](=O)[O-],1,1
COC(=O)c1c(C)[nH]c(C(=O)/C=C/c2ccccc2)c1C,30,54
Cc1cc(C(=O)COC(=O)CNC(=O)c2ccco2)c(C)n1Cc1ccco1,0,7
O=C(COC(=O)COc1ccc(Br)cc1)NCCC1=CCCCC1,2,-14
CC1Cc2ccccc2N1C(=O)c1ccc(N2CCCC2)c([N+](=O)[O-])c1 (stereo not drawn),-2,43
O=C(NCCc1ccc2c(c1)OCCO2)c1ccc(F)cc1,-2,8
Cc1c(NC(=O)COC(=O)c2cc(-c3cccc4ccccc34)nc3ccccc23)c(=O)n(-c2ccccc2)n1C,15,8
Cc1ccc(-c2cc(-c3ccccc3)no2)c(O)c1,-4,71
Cc1cc(C)c(NC(=S)N2CCCC2C(=O)O)c(C)c1 (stereo not drawn),-3,-8
Cc1nc2sccn2c(=O)c1Br,-1,8
C/C(=N\OCC(=O)Nc1cc(C)cc(C)c1)c1ccc2c(c1)OCCO2,4,15
COc1ccc(CCNC(=O)COC(=O)/C=C/c2ccc(OC)c(OC)c2)cc1,-2,9
Cc1c(-c2ccccc2)nc2ccccc2c1C(=O)NCc1cccs1,-1,3
COc1ccc(-c2coc3cc4oc(=O)cc(-c5ccccc5)c4cc23)cc1F,62,19
CC(C)c1ccccc1NC(=O)COC(=O)CNC(=O)c1ccc(Br)cc1,13,-2
Cc1c(Cl)cccc1NC(=O)CNc1ccccc1F,2,-6
COc1ccc(/C=C/C(=O)Oc2ccc(/C=N\NC(=O)c3ccc(F)cc3)cc2)cc1,120,-19
O=C(Cc1ccccc1)NC(=S)Nc1ccc2oc(-c3ccccc3)nc2c1,3,0

# Additional results
SMILES,Mac1 fbg enh,CD11b adhes inh
Cc1ccc(OCC(=O)Nc2cccc(S(=O)(=O)N3CCCCC3)c2)c([N+](=O)[O-])n1,0,-11
COc1ccc(C(CCNC(C)c2ccccc2)c2ccc(F)cc2)cc1 (stereo not drawn),2,13
O=C(CSc1ccc(C(F)(F)F)cc1[N+](=O)[O-])NCCOc1ccccc1,-1,-6
CCn1c(=O)c(C(=O)Nc2ccsc2C(=O)OC)c(O)c2ccccc21,-2,-11
CCc1ccc(CCC(=O)Nc2ncc(Cc3ccccc3Cl)s2)o1,1,9
CCOC(=O)/C(C#N)=C/c1ccc(N2CCN(Cc3ccccc3)CC2)cc1,-8,82
O=C(N/N=C/c1ccccc1)NC1CCCCC1,4,14
O=C(CSc1nc2ccccc2s1)NCCOc1ccccc1,1,14
CC(C)c1ccc(S(=O)(=O)Nc2ccc(SC(F)F)cc2)cc1,-9,103
COc1ccc(NC(=S)NN2CCN(C)CC2)cc1OC,-3,-5
CN1CCN(C(=S)c2ccc(Br)cc2)CC1,-1,1
O=C(NCc1cccnc1)c1cc(Sc2ccc(F)cc2F)nc2ccccc12,-1,69
CN(C)C(=O)c1ccc2c(c1[N+](=O)[O-])C(=O)c1ccccc1C2=O,-4,-11
COc1ccc(N2CCN(c3ncccc3C#N)CC2)cc1,-1,-2
O=C(/C=C/c1ccccc1)Nc1ccc(CN2CCOCC2)cc1,-1,24
Cn1c(SCC(=O)N2c3ccccc3CCc3ccccc32)nnc1-c1ccc(O)cc1,-5,-29
Cc1ccc(C2C3=C(CCCC3=O)OC3=C2C(=O)CCC3)cc1,14,-9
Cc1cc(Oc2ccc(Br)cc2)nc(SCC(=O)c2ccccc2)n1,2,22
CC(NC(=S)Nc1ccccc1OC(F)F)C(C)(C)C (stereo not drawn),1,6
CCC1(C)Cc2nc3[nH]c(=S)n(-c4ccc(C)cc4)c(=O)c3cc2CO1 (stereo not drawn),62,-22
CCOc1cc(/C=N/NC(=O)c2cccnc2)ccc1OCC(=O)N1CCOCC1,-6,4
Cc1ccc(NC(=S)NCCc2ccc(F)cc2)c(C)c1,-1,8
O=[N+]([O-])c1ccc(NC(=S)N2CCN(c3ccccc3)CC2)cc1,-3,40
O=C(COC(=O)c1cc([N+](=O)[O-])ccc1NCCO)c1ccc(Cl)cc1,5,-9
Cc1cccc(NC(=S)NNC(=O)Cc2ccccc2)c1,1,2

# Further results.
SMILES,Mac1 fbg enh,CD11b adhes inh
CCOc1cc(NC(=S)NCc2ccco2)c(OCC)cc1NC(=O)CC,-3,-7
O=C(NCc1ccco1)c1cc(-c2cccs2)nc2ccccc12,3,14
CC(=O)c1ccc(N2Cc3ccccc3/C2=N\C(=O)Nc2ccccc2)cc1,8,-8
COc1ccc2c(c1OC)C(=O)N1N=C(c3ccc(Cl)cc3)CC21 (stereo not drawn),-1,2
O=C(NN1CCOCC1)c1cccc2ccccc12,10,4
Fc1ccccc1CNC(=S)Nc1cccc(C(F)(F)F)c1,-3,49
O=C(CCc1nc2ccccc2c(=O)[nH]1)OCc1ccccc1F,0,-9
Cc1cccc(N2CCN(C3=NC(=O)/C(=C\c4cn[nH]c4-c4ccccc4)S3)CC2)c1,0,7
COc1cccc(-n2ccnc2SCC(=O)N2CCCc3ccccc32)c1,11,-3
Cc1ccc(C(=O)NN2C(=O)C3C4c5ccccc5C(c5ccccc54)[C@@H]3C2=O)cc1 (stereo partly drawn),3,13
O=C1NC(c2ccc(Br)cc2)=N/C1=C/c1ccco1,2,-8
Cc1ccc(-c2nn(-c3ccccc3)cc2C(=O)Nc2ccc(C)c(S(=O)(=O)N3CCOCC3)c2)cc1,28,-4
CC1CCCN(c2ccc(C(=O)OCn3nnc4ccccc4c3=O)cc2[N+](=O)[O-])C1 (stereo not drawn),9,10
CC(OC(=O)c1ccc(Cl)c(S(=O)(=O)N2CCc3ccccc32)c1)C(=O)Nc1ncc(Cl)cc1Cl (stereo not drawn),4,14
OC(COC(c1ccc(F)cc1)c1ccc(F)cc1)CN1CCc2ccccc2C1 (stereo not drawn),5,21
c1ccc(-c2cnn3c(-c4ccccc4)c(-c4ccccc4)nc3n2)cc1,19,5
CCn1c(CC(=O)Nc2ccc(Cl)c(Cl)c2)nnc1SCc1ccc(C)cc1,3,6
O=C(Nc1cc(S(=O)(=O)Nc2ccc(Cl)cc2)ccc1N1CCCCC1)c1ccc(F)cc1,3,8
CC(=O)N/C(=C\c1ccccc1)C(=O)OCC(=O)NC(C)C12CC3CC(CC(C3)C1)C2 (stereo not drawn),8,9
COc1ccc(/C=N/NC(=O)Cn2c(Cc3ccc(OC)c(OC)c3)nc3ccccc32)cc1OC,-2,-3
Cc1ccc(OCc2nnnn2-c2ccccc2)cc1,4,2
O=C(Nc1ccc2c(c1)OCCO2)c1cccs1,1,8
O=C1C2C3C=CC(C2C(=O)N1C1CCCCC1)C1C2C(=O)N(C4CCCCC4)C(=O)C2C31 (stereo not drawn),5,5
Cc1nnc(SCC(=O)Nc2ncc(S(=O)(=O)c3ccc([N+](=O)[O-])cc3)s2)s1,-2,0
O=C(N/N=C/C=C\c1cccc([N+](=O)[O-])c1)c1ccccn1,-2,2

# Next part.
SMILES,Mac1 fbg enh,CD11b adhes inh
O=C(Nc1cccc(C(F)(F)F)c1)C(Sc1ncnc2ccccc12)c1ccccc1 (stereo not drawn),18,8
CCSC1=N/C(=C\c2cccnc2)C(=O)N1c1ccccc1,0,-12
COc1cccc(C(=O)Oc2ccccc2/C=C\C(=O)c2cc3ccccc3o2)c1,2,9
Cc1nnc(SCC(=O)N/N=C/c2cc(Cl)c(O)c(Cl)c2)s1,4,-9
O=C(CN1N=C(c2ccccc2)CCC1=O)NCCCN1CCc2ccccc2C1,0,4
C=CCNC(=S)N/N=C(\C)c1cc(OC)c(OC)c(OC)c1,0,1
O=C(CSc1ccccc1C(=O)NCc1ccccc1)NC1CCCCCCC1,-1,-6
COc1ccc(C(=O)NCC(=O)OCC(=O)c2cc(OC)c(OC)c(OC)c2)cc1OC,1,3
CCN(c1ccccc1)S(=O)(=O)c1ccc(Cl)c(NC(=O)COC(=O)c2ccc(O)cc2)c1,2,-5
CC(C)c1ccc(/C=C/C(=O)N2CCc3ccccc3C2)cc1,3,2
O=C(Cn1cnc([N+](=O)[O-])n1)N/N=C/c1cccc2ccccc12,2,-6
Cc1ccc(N(C(=O)CS(=O)CC(=O)Nc2ccc(F)cc2)C(C(=O)NC2CCCCC2)c2ccco2)cc1 (stereo not drawn),1,3
O=C(NC(=S)Nn1cnc2c(cnn2-c2ccccc2)c1=O)c1ccc(Cl)cc1,5,31
Cc1nn(Cc2ccccc2)c(Cl)c1C(=O)OCC(=O)NC(=O)NC12CC3CC(CC(C3)C1)C2,1,11
CCN(c1ccccc1)S(=O)(=O)c1cc(C(=O)Nc2ccccc2Cl)ccc1F,3,20
COc1ccc(NC(=O)CN2C(=O)C(c3ccccc3)=NC23CCCCCC3)cc1,10,5
CCCC(=O)Nc1ccc(-c2ccc(NC(=O)CCC)cc2)cc1,34,8
O=C(Nc1ccccc1)/C(=C/c1cccnc1)NC(=O)c1ccco1,2,2
O=C(Cc1ccccc1[N+](=O)[O-])N1CCN(c2ccccc2F)CC1,-1,-11
CCCn1c(N)c(C(=O)CSc2nnc(-c3cccnc3)n2-c2ccc(C)cc2C)c(=O)[nH]c1=O,0,-8
COc1ccc(S(=O)(=O)N2CN(CCc3ccc(OC)c(OC)c3)c3nc4ccccc4nc32)cc1,10,-28
S=C(NC1CCCC1)N1CCN(c2ccccn2)CC1,4,-14
Cc1ccc(C)c(CSC2=NCCN2C(=O)Cc2ccc([N+](=O)[O-])cc2)c1,3,-1
COCCNC(=S)N/N=C(\C)c1ccc(O)cc1,0,-2
O=c1c2ccccc2nc(SCc2ccc([N+](=O)[O-])cc2)n1CCCO,3,-4

# (continued)
SMILES,Mac1 fbg enh,CD11b adhes inh
O=C(CCc1ccccc1)Nc1ccccc1[N+](=O)[O-],-1,-2
Cc1cc(SCC(=O)c2cccs2)nc2ccccc12,2,19
CC1=C(C#N)C(NC(=O)c2ccccc2Cl)(C(F)(F)F)C(=O)N1 (stereo not drawn),1,-14
CCCOc1ccc(-c2csc(NC(=O)CN3C(=O)CCC3=O)n2)cc1,16,14
CCCC(=O)Nc1nnc(SCC(=O)NCc2ccco2)s1,1,-10
Cc1ccc(SCC(=O)Nc2ccccc2C(=O)N2CCOCC2)cc1,0,-4
CC(C)c1nnc(NC(=O)CCC(=O)NC2CCCc3ccccc32)s1 (stereo not drawn),3,6
CC(C)(C)C(=O)Nc1nnc(-c2ccncc2)o1,-5,2
O=C(NC(=S)Nc1ccc(CN2CCOCC2)cc1)c1ccccc1[N+](=O)[O-],-2,14
Cc1ccc(NC(=O)Cn2c(=O)cnc3ccccc32)cc1S(=O)(=O)N(C)C,-6,15
CCN1CCN(C(=O)/C=C/c2ccc(C)o2)CC1,0,-5
Cc1cccc(C(O)(C(=O)NNc2ccc3ccccc3n2)c2cccc(C)c2)c1,17,7
CCc1ccc(NC(=O)COC(=O)CCc2nc3cc(S(=O)(=O)N(CC)CC)ccc3n2C)cc1,-1,8
O=C(CN1CCSC1=NCc1ccccc1)c1ccccc1,0,2
COc1ccc(-c2nn(-c3ccccc3)cc2/C=C(/C#N)C(N)=O)cc1[N+](=O)[O-],44,16
O=C(N/N=C/C=C\c1ccccc1[N+](=O)[O-])c1cccs1,2,-2
O=C(Nc1nnc(SCc2ccccc2)s1)c1cccc([N+](=O)[O-])c1,-12,84
Cc1ccc(-c2csc(/C(C#N)=C/Nc3ccccc3SC(F)(F)F)n2)cc1,68,16
COc1cc2c(cc1NC(=O)C(C)NCc1ccccc1)oc1ccccc12 (stereo not drawn),-1,7
CCCCn1c(NS(=O)(=O)c2ccccc2)c(S(=O)(=O)c2ccc(C)cc2)c2nc3ccccc3nc21,-10,101
Cc1ccc(-n2c(-c3cccs3)nc3nc4ccccc4nc32)cc1,6,5
CCOc1ccc2c(c1)C(=NNC(=O)c1ccncc1)c1cc(OCC)ccc1-2,16,-13

# Compounds above that contain a Cl atom:
SMILES,Mac1 fbg enh,CD11b adhes inh
COc1ccc(CNc2nc(S(=O)(=O)c3ccccc3)c(Cl)s2)cc1OC,1,16
O=C(Nc1ccccc1Cl)c1ccccc1S(=O)(=O)c1ccccc1[N+](=O)[O-],1,1
Cc1c(Cl)cccc1NC(=O)CNc1ccccc1F,2,-6
CCc1ccc(CCC(=O)Nc2ncc(Cc3ccccc3Cl)s2)o1,1,9
O=C(COC(=O)c1cc([N+](=O)[O-])ccc1NCCO)c1ccc(Cl)cc1,5,-9
COc1ccc2c(c1OC)C(=O)N1N=C(c3ccc(Cl)cc3)CC21 (stereo not drawn),-1,2
CC(OC(=O)c1ccc(Cl)c(S(=O)(=O)N2CCc3ccccc32)c1)C(=O)Nc1ncc(Cl)cc1Cl (stereo not drawn),4,14
CCn1c(CC(=O)Nc2ccc(Cl)c(Cl)c2)nnc1SCc1ccc(C)cc1,3,6
O=C(Nc1cc(S(=O)(=O)Nc2ccc(Cl)cc2)ccc1N1CCCCC1)c1ccc(F)cc1,3,8
Cc1nnc(SCC(=O)N/N=C/c2cc(Cl)c(O)c(Cl)c2)s1,4,-9
CCN(c1ccccc1)S(=O)(=O)c1ccc(Cl)c(NC(=O)COC(=O)c2ccc(O)cc2)c1,2,-5
O=C(NC(=S)Nn1cnc2c(cnn2-c2ccccc2)c1=O)c1ccc(Cl)cc1,5,31
Cc1nn(Cc2ccccc2)c(Cl)c1C(=O)OCC(=O)NC(=O)NC12CC3CC(CC(C3)C1)C2,1,11
CCN(c1ccccc1)S(=O)(=O)c1cc(C(=O)Nc2ccccc2Cl)ccc1F,3,20
CC1=C(C#N)C(NC(=O)c2ccccc2Cl)(C(F)(F)F)C(=O)N1 (stereo not drawn),1,-14
